D2 potentiator: HTS Assay for Positive Allosteric Modulators of the Human D2 Dopamine Receptor: Primary Screen for Potentiators | potentiation, % at 10 µM | HEK293 T-REx D2, calcium flux, EC20 dopamine potentiation | D(2) dopamine receptor (Homo sapiens), P14416 | AID 485347, 2010 | hit rate 0.34% among 340,000;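 active = potentiation over 3 SD above the plate norm, cut at about 30% in these data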; also: 0% is about no effect
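Tetracycline-induced Hek293 Trex D2 cells, force-coupled to calcium, loaded with no-wash calcium dye. Compound added with 180 s kinetic read for agonism, then EC20 dopamine and a further 180 s read for potentiation.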
D1 antagonist: Antagonist of Human D 1 Dopamine Receptor: qHTS; hit rate 3.2% among 360,000; D(1A) dopamine receptor (Homo sapiens), P21728; HEK293 TREx D1 cells, calcium flux, dopamine EC80; stronger effect = lower value; AID 504652, 2011; activity change, negative = inhibition, % at 10 µM; in the data active = activity change below about -30%; also: % is scaled to controls: 0 for no effect and ±100 for the full control effect
Target sequence (P21728 whole entry, looked up): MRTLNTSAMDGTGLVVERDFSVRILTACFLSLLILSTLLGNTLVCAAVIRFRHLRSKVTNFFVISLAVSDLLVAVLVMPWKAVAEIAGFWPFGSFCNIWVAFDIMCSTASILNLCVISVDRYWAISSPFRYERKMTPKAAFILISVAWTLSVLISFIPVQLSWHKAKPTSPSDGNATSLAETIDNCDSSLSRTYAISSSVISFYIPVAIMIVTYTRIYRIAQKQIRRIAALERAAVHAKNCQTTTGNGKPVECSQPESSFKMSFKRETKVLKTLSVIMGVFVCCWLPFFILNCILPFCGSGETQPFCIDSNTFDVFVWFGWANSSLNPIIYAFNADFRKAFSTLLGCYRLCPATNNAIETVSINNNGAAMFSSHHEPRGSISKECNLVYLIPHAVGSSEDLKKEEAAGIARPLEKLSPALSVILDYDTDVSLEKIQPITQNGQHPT
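Allosteric or orthosteric antagonism assessed as attenuation of the calcium response to EC80 dopamine, added 180 s after compound, in induced HEK293 Trex D1 cells loaded with no-wash calcium dye.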
D1 PAM: Potentiators of Human D1 Dopamine Receptor: qHTS | D(1A) dopamine receptor (Homo sapiens), P21728 | hit rate 0.036% among 360,000 | HEK293 TREx D1 cells, calcium flux, dopamine EC20 potentiation | potentiation, % at 10 µM | AID 504651, 2011; in the data active = potentiation above about 30%; also: 0% is about no effect
D1 ag: Allosteric Agonists of the Human D1 Dopamine Receptor: qHTS; D(1A) dopamine receptor (Homo sapiens), P21728; activation, % at 2 µM; HEK293 T-REx D1 cells, calcium flux, agonist mode; hit rate 1% among 360,000; also: 0% is about no effect
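Inducible HEK293 T-REx D1 cells, force-coupled to calcium signalling, were plated at 4000 cells/well with tetracycline and held overnight at 30 C. After no-wash calcium dye loading, compound-evoked calcium rise over 180 s flagged agonists.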
RXFP1 antagonist: qHTS Assay for Antagonists of the Relaxin Receptor RXFP1; Relaxin receptor 1 (Homo sapiens), Q9HBX9; hit rate 0.59% among 350,000; HEK293-RXFP1, relaxin-stimulated cAMP HTRF, 30 min; stronger effect = lower value; activity change, negative = inhibition, % at 57.5 µM;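 active = activity change of -60% or lower, but not beyond a set lower limit; inconclusive = change between -60% and -40%, or beyond the set limit; inactive = change above -40%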; also: % is scaled to controls: 0 for no effect and ±100 for the full control effect
D2 antagonist: HTS Assay for Allosteric Antagonists of the Human D2 Dopamine Receptor: Primary Screen for Antagonists. inhibition, % at 10 µM. hit rate 2% among 340,000. HEK293 TREx D2 cells, calcium flux, dopamine EC80. D(2) dopamine receptor (Homo sapiens), P14416; in the data active = inhibition above about 30%; also: 0% is about no effect
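Inhibition of EC80 dopamine-driven calcium flux, recorded kinetically, defines activity here; cells are a tetracycline-induced HEK293 T-REx line expressing force-coupled D2.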
TRHR enhancer: qHTS for Small Molecule Agonists and Allosteric Enhancers of Human TRH Receptor: Primary Screen for Enhancers; enhancement, % at 2 µM; hit rate 0.66% among 360,000; Thyrotropin-releasing hormone receptor (Homo sapiens), P34981; TRHR cells, fluo-8 calcium fluorescence, EC20 TRH enhancement; in the data active = enhancement above about 30%; also: 0% is about no effect
Target sequence (P34981 whole entry, looked up): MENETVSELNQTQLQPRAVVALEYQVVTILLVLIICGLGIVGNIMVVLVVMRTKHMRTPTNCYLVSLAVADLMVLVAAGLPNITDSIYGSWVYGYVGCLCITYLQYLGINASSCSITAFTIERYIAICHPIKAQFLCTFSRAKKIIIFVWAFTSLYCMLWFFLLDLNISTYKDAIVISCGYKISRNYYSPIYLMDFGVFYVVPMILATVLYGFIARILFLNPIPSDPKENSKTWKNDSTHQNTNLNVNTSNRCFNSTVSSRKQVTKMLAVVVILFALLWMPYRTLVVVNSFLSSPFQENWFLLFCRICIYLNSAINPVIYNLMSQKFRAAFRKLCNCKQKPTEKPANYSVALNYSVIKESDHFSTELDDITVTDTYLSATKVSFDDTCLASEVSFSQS
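Enhancer read-out: after compound pinning and an initial kinetic agonist-mode read, an EC20 of TRH (10 nM final) was injected and fluo-8 calcium signal (Ex 480/Em 530) followed at 1 s/cycle for 100 cycles in TRHR-expressing cells.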
D2 ag: HTS Assay for Allosteric Agonists of the Human D2 Dopamine Receptor: Primary Screen for Agonists | D(2) dopamine receptor (Homo sapiens), P14416 | HEK293 T-REx D2 cells, calcium flux agonist mode | activation, % at 2 µM | hit rate 0.53% among 340,000 | AID 485358, 2010;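 active = activation over 3 SD above normal in the single-dose calcium agonist read, cut at about 30% in these data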; also: 0% is about no effect
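Agonism scored from kinetic calcium signal (1 read/sec, 180 s) following compound pin transfer, after a 10 s baseline. Cells: HEK293 Trex line expressing inducible D2 receptor coupled to calcium, dye-loaded after overnight culture at 30 C.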
TRHR ag: qHTS for Small Molecule Agonists and Allosteric Enhancers of Human TRH Receptor: Primary Screen for Agonists; Thyrotropin-releasing hormone receptor (Homo sapiens), P34981; TRHR cells, calcium flux fluo-8, FDSS agonist mode; activation, % at 2 µM; hit rate 0.18% among 360,000; also: 0% is about no effect
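Agonist-mode FDSS calcium read (Ex 480/Em 530, 1 s cycles) in 1536-well TRHR cells with fluo-8 dye, after 10-cycle baseline and 23 nL compound addition; TRH at EC20 (10 nM final) added afterwards for the enhancer phase.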
The depositor's hits bear a star; ? = inconclusive; . = not tested or not shown. Rule as the data show it, unless noted: active = activation above about 30%; inactive = the rest.

SMILES	D2 potentiator	D1 antagonist	D1 PAM	D1 ag	RXFP1 antagonist	D2 antagonist	TRHR enhancer	D2 ag	TRHR ag
CCCCc1ccc(NC(=O)c2ccc3c(c2)CCN3S(=O)(=O)CC)cc1	5	4	0	-2	.	.	-3	-0.3	-0.5
CCCCOc1ccc(CSc2nnc(C)n2N)cc1[N+](=O)[O-]	8	-19	8	1	-8	3	1	-0.4	0.7
CCOc1ccc(NC(=O)[C@@H]2CCCN2C(=O)c2cccs2)cc1S(=O)(=O)N1CCOCC1	2	2	.	1	-9	-10	6	0.9	0.0
COc1cc(NC(=O)C2=C(C)OCCS2)c(Cl)cc1C(=O)NCCN(C)C	-7	-1	5	2	36	-4	-1	0.1	0.0
CCN=C1S/C(=C/c2ccc(-c3ccc(Cl)cc3C(=O)O)o2)C(=O)N1CC	1	-12	2	1	-7	-6	-8	0.9	1.4
CN(C)c1ccc(/C=N/N(CCC(=O)NC(C)(C)C)C2=NS(=O)(=O)c3ccccc32)cc1	-4	-2	-2	9	7	-32	-5	13	17
CC(C)=CCC(C)(C)CNC(=O)NC1CCCCC1	-4	23	-8	11	-15	-12	-4	0.2	-1.1
COCCn1c(SCc2cc(C(C)=O)ccc2OC)nc2cc(Cl)ccc2c1=O	11	-11	-4	0	-10	-21	-4	1.7	-0.2
O=C(N1CCOCC1)N1CCN(c2ccccc2)CC1	7	0	0	1	-8	7	-1	0.7	-0.1
COC(=O)c1[nH]c2cc(OC)ccc2c1NC(=O)CCN1CCSCC1	-13	11	-6	1	2	28	-7	0.4	0.0
c1cncc(CSc2ccc(-c3cccs3)nn2)c1	2	-19	-14	1	-2	12	-5	0.0	-0.3
COc1cc(Nc2ncc3c(n2)CCN(Cc2cc(F)cc(F)c2)C3)cc(OC)c1	.	3	2	0	-5	.	-5	.	1.2
O=C(N/N=C/c1cccc(Br)c1)c1ccc(Br)cc1	-20	8	-13	7	-23	50*	0	-1.9	0.0
CCN(CC(=O)Nc1ccc2c(c1)OCCO2)CC(=O)Nc1ccc2c(c1)OCO2	-2	-5	-2	1	-11	8	2	-0.2	-0.2
Cn1c(CC(=O)Nc2ccccc2F)nnc1SCC(=O)Nc1nccs1	-4	-17	3	2	-29	-6	5	2.5	0.9
COc1cc(Cl)c(C)cc1NC(=O)Cc1cccs1	-3	-1	-2	0	-1	5	-7	0.4	-1.0
COc1ccc(-c2c(C)n([O-])c3c([n+]2=O)CCCC3)cc1OC	0	-12	-4	4	.	0	17	-0.1	0.3
CCSC1=NC2(CCN(C(=O)NC3CCCCC3)CC2)N=C1c1ccc(Cl)cc1	5	6	3	4	-3	.	3	1.2	1.1
Cc1ccc(SCCNC(=O)c2ccccc2F)cc1	1	3	-1	-3	5	-2	-6	-4.1	-0.5
S=C(Nc1cccc(Br)c1)N1CCn2cccc2C1c1cccnc1 (stereo not drawn)	-4	-15	-12	11	?	2	0	0.4	-1.7
CC(=O)NNC(=O)c1sc(=S)n(C)c1C	14	-5	5	1	-2	2	1	0.9	0.7
C/C(=N/NC(=O)C1CC1(c1ccccc1)c1ccccc1)c1ccco1 (stereo not drawn)	-13	9	0	2	-27	-2	-2	-0.3	0.8
Cc1nc2c(C(=O)NCc3ccccc3Cl)cnn2c(C)c1Cc1ccccc1	1	32	4	1	-12	.	1	0.8	0.2
CC1Cc2ccccc2N1C(=O)COC(=O)c1cc(Br)ccc1O (stereo not drawn)	4	8	3	6	-10	-4	3	0.7	0.4
CCOC(=O)c1c(C)[nH]c(C)c1C(=O)COC(=O)c1cccc(C)c1O	4	-14	-5	0	4	0	-2	0.9	0.1

One compound at a time (already shown). Order of values: D2 potentiator | D1 antagonist | D1 PAM | D1 ag | RXFP1 antagonist | D2 antagonist | TRHR enhancer | D2 ag | TRHR ag
`COCCn1c(SCc2cc(C(C)=O)ccc2OC)nc2cc(Cl)ccc2c1=O` is listed as 11 | -11 | -4 | 0 | -10 | -21 | -4 | 1.7 | -0.2
`CC(C)=CCC(C)(C)CNC(=O)NC1CCCCC1` is listed as -4 | 23 | -8 | 11 | -15 | -12 | -4 | 0.2 | -1.1

Remaining list, next part:
SMILES	D2 potentiator	D1 antagonist	D1 PAM	D1 ag	RXFP1 antagonist	D2 antagonist	TRHR enhancer	D2 ag	TRHR ag
CSc1cccc(NC(=O)CN(C)S(=O)(=O)c2ccc3c(c2)CCCN3C(C)=O)c1	5	2	-5	8	-20	.	1	.	-0.9
O=C(Cn1cnc2c(nnn2Cc2ccccc2)c1=O)Nc1ccc2c(c1)OCCO2	.	-14	1	2	-25	.	3	.	0.8
COc1ccc(-n2c(CNc3ccc(C)cc3)nnc2SCc2ccccc2)cc1	7	11	-6	6	-9	-4	-3	-1.1	-0.7
COC(=O)C1C2C=CC3(CN(C(C)c4ccc(OC)cc4)C(=O)C13)O2 (stereo not drawn)	-6	-11	-10	2	-8	24	6	-0.2	0.5
Cc1cc(C)c2c(N)c(-c3nnc(SCc4ccc(Cl)cc4)n3C)sc2n1	6	-39*	3	0	11	18	-5	0.5	0.4
Cc1cc(C(N)=O)c2ccccc2n1	-14	-16	-7	1	-1	50*	-22	-1.2	0.3
Cc1ccc(C(=O)NCCn2cc(SCC(=O)Nc3cc(C)on3)c3ccccc32)cc1	-26	-16	.	0	-3	32*	0	-0.7	-0.8
Cc1ccc(C(=O)Nc2ccc(C(=O)OCc3cc(=O)n4ccsc4n3)cc2)cc1	-8	14	-1	0	17	.	-14	-1.8	0.6
Cc1cc(C(=O)O/N=C(\N)c2ccncc2)ccc1[N+](=O)[O-]	-7	-14	-5	6	-8	20	-4	-0.4	-0.4
COc1cc(OC)cc(-c2nc(-c3ccc(Br)cc3)no2)c1	14	-5	-4	1	-12	-1	4	0.7	-1.6
S=c1[nH]nc(COc2ccccc2)n1C1CCCCC1	-4	11	-4	1	-12	11	20	-1.2	0.0
CCN(CC)C(=O)CSc1nc2cc3c(cc2c(=O)n1Cc1ccc2c(c1)OCO2)OCO3	-4	-9	-6	1	-6	-9	-4	-0.6	-0.1
CCOc1nc(N2CCOCC2)nc(N2CCOCC2)n1	3	-10	6	-2	-10	13	-2	1.0	0.2
CCOc1ccc2nc(Cl)c(/C=C/C(=O)c3ccco3)cc2c1	14	-1	4	2	?	8	-10	1.4	1.8
CCOC(=O)Nc1c(O)ccc2oc(C)c(-c3ccccc3)c12	6	2	-3	4	2	-7	2	0.7	-1.6
COCc1cc(=O)n2c([nH]c3ccccc32)c1C#N	10	-6	7	2	1	37*	-4	-0.4	0.5
COC(=O)C1=C(C)N(CC(C)C)C(=O)C1	19	3	-3	2	-20	-19	5	-0.2	-0.7
Nc1nnc(CSCc2ccccc2Cl)s1	0	1	-14	4	-9	-2	-1	0.7	0.9
COc1c(C)cc(C(=O)C2CCCN(C(=O)Cn3nc(C)nc3C)C2)cc1C (stereo not drawn)	-8	5	0	0	-6	13	4	0.4	-0.4
CCc1ccccc1-n1c(-c2ccncc2)n[nH]c1=S	9	-11	-4	1	21	70*	-21	-0.2	0.2
COc1ccc2cnn(-c3ccc(OC(F)(F)Cl)cc3)c(=O)c2c1OC	-2	0	0	1	-4	7	-3	0.1	-0.2
Cc1ccc2c(CN3CCN(CCO)CC3)cc(=O)oc2c1	-14	0	-1	2	1	11	-3	0.2	1.2
COc1ccc(C(=O)Nn2c(CC(C)C)nc3cc(Cl)ccc3c2=O)c(OC)c1	15	14	-5	-1	2	-2	4	-0.1	0.5
CC(C)=CCN1CCN(Cc2cnc(N3CCOCC3)s2)CC1CCO (stereo not drawn)	3	13	-2	2	-10	-10	2	0.9	-0.1
CO/N=C/NC(=O)c1cn(-c2ccc(F)cc2)c(=O)c2ccccc12	1	7	2	0	8	6	-5	-2.4	0.4

A stretch of the results above, for reference:
SMILES	D2 potentiator	D1 antagonist	D1 PAM	D1 ag	RXFP1 antagonist	D2 antagonist	TRHR enhancer	D2 ag	TRHR ag
CSc1cccc(NC(=O)CN(C)S(=O)(=O)c2ccc3c(c2)CCCN3C(C)=O)c1	5	2	-5	8	-20	.	1	.	-0.9
O=C(Cn1cnc2c(nnn2Cc2ccccc2)c1=O)Nc1ccc2c(c1)OCCO2	.	-14	1	2	-25	.	3	.	0.8

New compounds follow:
SMILES	D2 potentiator	D1 antagonist	D1 PAM	D1 ag	RXFP1 antagonist	D2 antagonist	TRHR enhancer	D2 ag	TRHR ag
CC(=O)/C=C/n1c(=S)oc2ccccc21	9	-6	-10	2	8	-15	6	2.0	0.7
COc1ccc(S(=O)(=O)Nc2ccc(N3CCOCC3)cc2)cc1	8	-1	-2	3	6	-20	16	1.2	0.3
N#Cc1cc2c(nc1SC1CC(=O)N(c3ccccc3)C1=O)CCC2 (stereo not drawn)	9	-7	-7	3	-7	-4	6	1.3	0.0
O=C(NCCc1c[nH]c2ccccc12)c1cc2ccccc2oc1=O	-2	15	-8	5	-5	-24	-1	10	-0.1
CC(=O)Nc1ccc2nc(C3CC3)n(Cc3ccc(Cl)cc3)c(=O)c2c1	6	27	-5	6	-2	7	5	-0.1	0.2
O=C(CSc1nnc(NCc2ccccc2)s1)N1CCOCC1	0	-15	-7	2	.	-1	23	0.8	0.8
Cc1ccccc1-c1nnn(C/C(N)=N/O)n1	6	-2	-6	0	1	2	-3	0.7	1.9
CC1CN(S(=O)(=O)c2ccc(CN3C(=O)c4cccnc4C3=O)s2)c2ccccc2O1 (stereo not drawn)	8	-4	15	4	7	-4	-5	0.6	-0.2
CCn1c(=O)c(C(=O)NC(C)c2ccccc2)c(O)c2ccccc21 (stereo not drawn)	2	20	3	6	11	-4	4	-0.7	0.1
CSc1ccccc1NC(=O)Cn1nc([N+](=O)[O-])cc1C	-1	-3	-3	3	-3	21	1	0.8	0.4
NS(=O)(=O)c1cccc(NC(=O)CCS(=O)(=O)c2ccc(Cl)cc2)c1	-3	8	3	4	-8	-26	0	-1.9	-0.3
CCc1ccc(NC(=O)Cn2c(=O)n(-c3ccc(Cl)c(Cl)c3)c(=O)c3c(C)c(C)sc32)cc1	0	-5	2	1	1	.	3	.	0.2
Cc1ccc(S(=O)(=O)N2CCCN(c3nc4cc(C)ccc4cc3C#N)CC2)cc1	-6	5	0	0	9	-12	-1	1.5	1.1
COc1ccc(-c2ccc(OC(=O)NC3CCS(=O)(=O)C3)cc2)cc1 (stereo not drawn)	.	-5	0	4	-3	.	12	.	-0.7
CNc1nc2ccccc2n1CC(=O)c1ccccc1	12	-2	0	14	4	-7	5	0.4	-0.4
